# Screens deposited in PubChem by National Center for Advancing Translational Sciences (NCATS).
# TDP43 rescue = inhibitors of TDP-43 toxicity in yeast; TDP-43 expressing yeast growth rescue, BacTiter-Glo, 24 h; Potency, µM (titrated, usually from 46.1 µM), without a hit: top-dose growth rescue (activation), hits mostly activators; hit rate 1.8% among 410,000; AID 652104; further: potency means the concentration at half of the fitted maximal effect; % of control where 0% means no effect; nearly all actives have a fitted effect of over 50% in size
#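 Luminescence from BacTiter-Glo reports growth of TDP-43-expressing yeast after 24 hr at 30 deg C with compound. Cells were raffinose-pregrown to mid-log, then seeded in galactose medium at OD600=0.02.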
# aSyn yeast inh = rescues yeast growth from alpha-synuclein toxicity; Yeast expressing alpha-synuclein, growth rescue, BacTiter-Glo, 24 h; Potency, µM (highest dose often 46.1 µM), inactives show top-dose growth rescue (activation), hits mostly activators; hit rate 0.14% among 370,000; further: potency means the concentration at half of the fitted maximal effect; % of control where 0% means no effect; nearly all actives have a fitted effect of over 65% in size
#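 Screening used galactose-induced yeast with toxic alpha-synuclein levels, exposed to compound for 24 hr at 30 deg C. Cell growth, read with BacTiter-Glo luminescence, gave the measured signal.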
# GLP1R cytotox = cytotoxicity counter-screen for GLP-1 receptor inverse agonists; HEK293 cAMP-luciferase reporter cells, luminescence, 24 h; Potency, µM (highest dose often 38.3 µM), for the others: top-dose activity change, negative = inhibition, most hits filed as inhibitors; hit rate 0.13% among 410,000; AID 624418;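 further: loss of luciferase light is scored as toxicity; potency means the concentration at half of the fitted maximal effect; on the % scale 0 is the no-effect control and ±100 the full control effect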
#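 Seeding density was 200 cells/uL; after overnight-length (12 h) culture, 23 nL compounds went on for 24 h at 37 °C. Readout used a luciferase detection reagent, luminescence taken after 12 min at room temperature.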
# PTHR1 ag = agonists of human PTHR1 parathyroid hormone receptor | AID 743266 | Q03431 | Potency, µM (doses to about 115 µM), without a hit: at the top dose activation, most hits filed as activators | hit rate 0.075% among 410,000 | HEK293 GP2 PTHR1 cells, GloSensor cAMP luminescence, 1 h; further: potency means the concentration at half of the fitted maximal effect; nearly all actives have a fitted effect of over 55% in size; some results filed as inactive show a strong effect at the top dose; inactives centre near -15; many of its hits are not listed in these tables
# Target sequence (Q03431 whole entry, looked up): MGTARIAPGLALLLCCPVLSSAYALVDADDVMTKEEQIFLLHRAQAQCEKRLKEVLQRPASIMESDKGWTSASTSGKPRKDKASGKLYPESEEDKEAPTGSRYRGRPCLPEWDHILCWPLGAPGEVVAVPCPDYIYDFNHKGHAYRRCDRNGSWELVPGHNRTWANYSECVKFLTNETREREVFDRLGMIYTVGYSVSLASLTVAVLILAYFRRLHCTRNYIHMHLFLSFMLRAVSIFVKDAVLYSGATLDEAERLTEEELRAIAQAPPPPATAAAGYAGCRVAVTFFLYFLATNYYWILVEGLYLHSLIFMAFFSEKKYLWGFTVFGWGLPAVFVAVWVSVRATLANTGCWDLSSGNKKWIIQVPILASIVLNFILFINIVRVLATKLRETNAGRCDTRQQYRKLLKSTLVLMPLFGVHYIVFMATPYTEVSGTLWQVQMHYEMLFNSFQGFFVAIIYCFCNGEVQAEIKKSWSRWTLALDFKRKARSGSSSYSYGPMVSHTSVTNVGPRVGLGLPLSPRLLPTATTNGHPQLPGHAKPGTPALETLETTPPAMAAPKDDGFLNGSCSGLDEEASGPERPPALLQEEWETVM
#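 HEK-293-derived GP2 cells expressing PTHR1 and a GloSensor cAMP reporter, 3,000/well, plated overnight, given luciferin plus IBMX (each 0.5 mM as added) for 1 h at 37 °C, then compound for 1 h at 37 °C. Luminescence was read after 15 min at room temperature.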
# MmCpn inh = blocks the Methanococcus maripaludis chaperonin Mm-Cpn | purified Mm-Cpn ATPase, ADP Transcreener TR-FRET | Potency, µM (highest dose often 76.9 µM), without a hit: at the top dose activity, negative = inhibition, usual class: inhibitors | hit rate 0.031% among 330,000 | AID 504842; further: potency means the concentration at half of the fitted maximal effect; on the % scale 0 is the no-effect control and ±100 the full control effect; nearly all actives have a fitted effect of over 80% in size
#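 ATP (10 uM final) was added to archaeal chaperonin (25 nM final) after 10 min exposure to test compound at 37°C; after 30 min further incubation, ADP was detected by competitive TR-FRET.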
# Akt phos inh = Akt phosphorylation inhibition | Neuro2A IGF-stimulated pAkt S473 HTRF, 20 min; hits give low values | activity change, % for hits at 50 µM | hit rate 0.32% among 360,000 | AID 651550; in the data active means activity change below about -80%; inconclusive means mostly about -51% to -80%; further: on the % scale 0 is the no-effect control and ±100 the full control effect
#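 Neuro2A cells in DMEM with 0.5% FBS, overnight at 37 deg C, given compound at single 50 µM final, then IGF (6 nM final) for 20 min at 37 deg C. Lysed; phospho-Akt Ser473 by HTRF after 24 h, 665/615 ratio.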
# GLP1R inv ag = inverse agonists of human GLP-1 receptor; P43220; HEK293 GLP-1R CRE-luciferase, luminescence, 24 h; GLP-1R form is constitutively active; Potency, µM (series often up to 38.3 µM), for inactives: at the highest dose activity change, negative = inhibition, most hits filed as inhibitors; hit rate 1.6% among 410,000; further: potency means the concentration at half of the fitted maximal effect; on the % scale 0 is the no-effect control and ±100 the full control effect; nearly all actives have a fitted effect of over 55% in size
# Target sequence (P43220 whole entry, looked up): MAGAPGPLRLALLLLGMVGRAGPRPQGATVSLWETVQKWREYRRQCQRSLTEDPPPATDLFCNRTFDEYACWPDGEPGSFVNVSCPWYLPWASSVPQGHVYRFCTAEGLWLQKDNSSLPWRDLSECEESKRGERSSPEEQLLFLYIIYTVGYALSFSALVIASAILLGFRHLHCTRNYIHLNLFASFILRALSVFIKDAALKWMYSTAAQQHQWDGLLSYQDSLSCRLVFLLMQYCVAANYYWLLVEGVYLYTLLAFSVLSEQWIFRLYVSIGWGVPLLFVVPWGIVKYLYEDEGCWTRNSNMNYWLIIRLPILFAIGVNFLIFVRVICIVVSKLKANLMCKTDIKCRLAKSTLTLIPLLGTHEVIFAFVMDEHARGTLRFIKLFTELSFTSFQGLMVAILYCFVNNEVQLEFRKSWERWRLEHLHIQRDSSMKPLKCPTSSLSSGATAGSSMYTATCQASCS
#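 Cells are plated, allowed 12 hours at 37 deg C, then treated with compounds for 24 hr before luciferase detection reagent is added and luminescence is read after 12 min at room temperature. The HEK293 line carries constitutively active GLP-1R with a cAMP-responsive reporter.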
# FUS yeast rescue = rescues growth of FUS-expressing yeast | S. cerevisiae FUS-expressing, growth rescue, OD600, 24 h | Potency, µM (top dose mostly 76.6 µM), for the others: top-dose growth rescue (activation), most hits filed as activators | hit rate 0.24% among 390,000;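 further: potency means the concentration at half of the fitted maximal effect; plate controls were DMSO vehicle for no effect and reference control for full effect; nearly all actives have a fitted effect of over 55% in size; some results filed as inactive show a strong effect at the top dose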
#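 Steps: raffinose overnight preculture; dilution to OD 0.005 in 2% galactose minimal medium; compound addition (concentration series); 24hr at 30C, 99% humidity; absorbance read at 600 nm.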
# Abeta rescue = A-beta toxicity reversal in yeast | AID 1347071 | yeast expressing A-beta42, growth rescue, OD600, 48 h; response scale: 0% DMSO, 100% iron-clioquinol control | hit rate 0.063% among 410,000 | Potency, µM (series often up to 46.1 µM), without a hit: at the top dose growth rescue, usual class: activators; further: potency means the concentration at half of the fitted maximal effect; nearly all actives have a fitted effect of over 55% in size
#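 Yeast growth medium received pinned compounds, then yeast cells expressing toxic A-beta were added; plates incubated at 30 C for 48 hr. Growth read as absorbance at 600 nm, normalized to DMSO and equimolar FeCl3 plus clioquinol controls.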
# * marks the source's active call; other numbers are inactive results; i = inactive; ? = inconclusive; . = no result given; & = joins results of further samples; [ ] = remark or other dose. Unless noted, the call rests on the fitted dose curve; in most records, active means well fitted curve in the direction sought with a large enough effect; inconclusive means small, poorly fitted or top-dose-only effect, or another doubt; inactive means no such curve, though single readings can be large; an effect the other way counts as inactive or inconclusive.
SMILES,TDP43 rescue,aSyn yeast inh,GLP1R cytotox,PTHR1 ag,MmCpn inh,Akt phos inh,GLP1R inv ag,FUS yeast rescue,Abeta rescue
CCn1c(CN2CCC(C)CC2)nc2cc(NC(=O)COc3ccc([N+](=O)[O-])cc3)ccc21,8%,.,0%,-10%,.,.,-14%,-10%,-5%
CCOC(=O)N1CCN(Cc2ccc3ccccc3c2)CC1,-7%,-4%,-5%,-21%,-3%,i,-31%,-7%,3%
O=C(COC(=O)c1c2c(nc3ccccc13)/C(=C\c1cccs1)CCC2)Nc1ccccc1Cl,7%,10%,15%,i,-4%,i,?,15%,-6%
O=C(NCc1ccc2c(c1)OCO2)c1cc(-c2ccccc2)nn1CC1CC(c2cccnc2)=NO1 (configuration not stated),21%,-5%,0%,i,.,i,11%,22%,3%
Brc1ccc(-c2csc(-c3ccncc3)n2)cc1,11µM*,1%,-13%,i,-7%,i,20%,.,-21%
CCCN(CCC)C(=O)c1cn(CC)c2ccc(S(=O)(=O)N3CCCCC3)cc2c1=O,-16%&-13%,0%,-3%&-2%,i,-2%,i,7%&4%,15%&19%,-1%&-8%
CCc1ccccc1NC(=O)c1sc2nc(C)cc(COC)c2c1N,?,.,74%[activator],3%,.,.,16%,26%,12%
Cc1nnc(NC(=O)C2COc3ccccc3O2)s1 (configuration not stated),-2%,-17%,-11%,-1%,-9%,i,10%,-4%,-7%
COc1ccc(-c2c(-c3ccsc3)oc3c2C(O)CCC3)cn1 (configuration not stated),?,-3%,-1%,i,.,i,-4%,20%,5%
c1ccc2c(c1)nc(NC1CCCCC1)c1nncn12,2%,-12%,?,-38%[inhibitor],1%,i,59%[activator],20%,-25%

# Quoted from the results shown for reference:
SMILES,TDP43 rescue,aSyn yeast inh,GLP1R cytotox,PTHR1 ag,MmCpn inh,Akt phos inh,GLP1R inv ag,FUS yeast rescue,Abeta rescue
Cc1nnc(NC(=O)C2COc3ccccc3O2)s1 (configuration not stated),-2%,-17%,-11%,-1%,-9%,i,10%,-4%,-7%
COc1ccc(-c2c(-c3ccsc3)oc3c2C(O)CCC3)cn1 (configuration not stated),?,-3%,-1%,i,.,i,-4%,20%,5%
c1ccc2c(c1)nc(NC1CCCCC1)c1nncn12,2%,-12%,?,-38%[inhibitor],1%,i,59%[activator],20%,-25%

# Continuation.
SMILES,TDP43 rescue,aSyn yeast inh,GLP1R cytotox,PTHR1 ag,MmCpn inh,Akt phos inh,GLP1R inv ag,FUS yeast rescue,Abeta rescue
CCCS(=O)(=O)C(=C1NCCO1)S(=O)(=O)CCC,-8%,-2%,24%,i,-11%,i,15%,-23%,10%
CCOc1cc(CNCCc2ccc(S(N)(=O)=O)cc2)ccc1OCC(=O)NC(C)(C)C,19%,4%,?,i,.,i,-22%,-12%,12%
CC(=O)Nc1sc2c(c1C#N)CCN(Cc1ccccc1)C2,17%,-7%,4%,i,0%,i,13%,-17%,-2%
COc1cc2c(cc1NC(=O)C(C)Sc1cccc[n+]1[O-])oc1ccccc12 (configuration not stated),-2%,-6%,-2%,-19%,-2%,i,39%[activator],17%,-4%
CCCC(=O)Nc1ccc2c(c1)C(=O)N(C)C[C@@H](OC)[C@H](C)CN(Cc1ccc(-c3ccccn3)cc1)[C@@H](C)CO2,19%,1%,0%,-10%,.,i,-19%,1%,11%
N#Cc1c(N)nc(SCC(=O)C23CC4CC(CC(C4)C2)C3)c(C#N)c1-c1ccc(Cl)cc1,11%,-4%,-3%,-11%,-7%,-82%*,-24%,-27%,-10%
Cc1ccc(O)c(-c2cc(C(F)(F)C(F)F)[nH]n2)c1,?,16%,-11%,-4%[57.5 µM],2%,i,?,43%,?
CC1Nc2ncnc(N3CCN(c4ccccc4)CC3)c2N(Cc2ccc(Br)cc2)C1=O (configuration not stated),?,?,-25%,-9%,1%,i,?,?,?
CCC1(CC)SCCNC1=O,2%,13%,-5%,-13%,.,i,12%,.,0%
COc1cccc(OCCn2c(-c3ccc(Br)cc3)nc3ccccc3c2=O)c1,9%,.,8%,-3%,.,.,-2%,-6%,-16%
Cc1ccc(N2C(=O)N(Cc3cccc(Cl)c3)c3ccccc3S2(=O)=O)cc1,12%,.,1%,i,.,.,?,31%,11%
CCN(CC(=O)Nc1ccc2c(c1)OCCO2)C(=O)COc1ccc(C(C)=O)cc1,23%,0%,-12%,i,.,i,3%,-4%,10%
Cc1c(NC(=O)C(C)OC(=O)c2nc(Cl)ccc2Cl)c(=O)n(-c2ccccc2)n1C (configuration not stated),2%,0%,-3%,-29%,0%,i,-6%,.,8%
COCc1cc(C)nc(SCC(=O)Nc2ccccc2N2CCOCC2)c1C#N,-5%,0%,148%[activator],-4%,2%,i,-16%,10%,-2%
COc1cccc(N2C(=O)Nc3ccccc3C2(O)C(=O)NCc2ccc3c(c2)OCO3)c1 (configuration not stated),7%,-11%,-11%,i,2%,i,0%,8%,4%
O=C(NC1CCCCC1)C(c1cccs1)N(Cc1cccs1)C(=O)c1ccco1 (configuration not stated),-20%,1%,-39%,-13%,-2%,i,0%,19%,-3%
CCOC(=O)CSc1nc2ccccc2n1CC(=O)NC(C)(C)C,-19%,8%,-8%,i,-1%,i,3%,14%,-10%
Cc1cc(NCc2ccc(F)cc2)nc2cc(Cl)ccc12,9%,0%,9%,-19%,-3%,i,?,-14%,21%
COc1ccccc1N1CCN(C(=O)c2oc3ccc(Br)cc3c2C)CC1,18µM*,4%,21%,-34%[inhibitor],2%,i,-17%,20%,14%
Cc1ccc(CCNC(=O)c2c[nH]c3ccc(S(=O)(=O)Nc4ccc(C)cc4C)cc3c2=O)cc1,11%,.,-3%,i,0%,.,-26%,-9%,1%
Fc1ccc(Nc2nc(NCc3ccccc3)nc3ccsc23)cc1,9%,-37%[inhibitor],-1%,-21%,.,i,?,22%,-34%
COc1cc2[nH]c(=O)n(CCCC(=O)NC3CCCCC3)c(=O)c2cc1OC,4%,4%,4%,-11%,-1%,i,6%,-1%,2%
O=C(CCNC(=O)c1ccccc1Cl)Nc1nc(-c2ccc3ccccc3c2)cs1,?,7%,-15%,-38%[inhibitor],?,i,?,36%,24%
COc1ccc(OCC(=O)N2CCN(c3nnc(-c4ccccc4)c4ccccc34)CC2)cc1,?,-3%,-15%,i,-1%,i,?,58%,-13%
COc1ccc(CNCc2ccccc2[N+](=O)[O-])cc1OC,12%,-13%,6%,2%,-1%,i,2%,-4%,-12%
Cc1noc(C)c1C(=O)NC(C)c1ccc(Cl)cc1Cl (configuration not stated),-18%,-13%,7%,i,-2%,i,8%,14%,-7%
CC(C)(C)c1ccc(-c2nnc(SCC(=O)O)n2N)cc1,-5%,0%,-9%,i,-1%,i,0%,5%,-11%
COC(=O)CCC(=O)OC1(C)C(=O)C=C2C=C(C3CC3)N(CCCCO)C=C2C1=O (configuration not stated),1%,-2%,-15%,-18%,0%,i,17%,-14%,-4%
Cc1cccc(NC(=O)c2ccc(OC3CSC3)cc2)c1,?,0%,-17%,-29%,-3%,i,-19%,.,3%
COc1ccc(C2=Nc3ccccc3N(C(=O)c3ccc4ncccc4c3)C2C(=O)NC2CCCC2)cc1 (configuration not stated),17%,-14%,-7%,i,.,i,-17%,?,-15%
CC12CCC(C1)C(C)(C)C2OC(=O)c1ccccc1C(=O)O (configuration not stated),5%,-5%,1%,15%,0%,i,-16%,3%,5%
CCOC(=O)/C(C#N)=C/c1ccc(OC(=O)c2ccco2)c(OCC)c1,17%,1%,-1%,-32%[inhibitor],2%,i,-19%,9%,4%
CCN(C(=O)N1CCOCC1)c1ccccc1,-4%,2%,5%,-29%,-3%,i,25%,-10%,-8%
Nc1cc(CN2C(=O)c3ccccc3C2=O)cc(Cl)c1O,14%,-2%,2%,-1%[57.5 µM],-1%,i,10%,24%,?
COc1cccc(N2CC(C(=O)Nc3c(C)cccc3C)CC2=O)c1 (configuration not stated),-18%,-6%,-4%,-6%[57.5 µM],0%,i,3%,6%,-10%
CC(C)(CO)Nc1nc(Nc2ccccc2)nc(Nc2ccccc2)n1,8%,4%,-3%,-24%[57.5 µM],-1%,i,?,22%,28%
CCC1Nc2ncnc(N3CCOCC3)c2N(Cc2ccccc2)C1=O (configuration not stated),0%,2%,7%,i,-3%,i,12%,-4%,-11%
C=CCn1c(NCc2cc(C)ccc2O)nc2ccccc21,3%,2%,2%,-4%,0%,i,?,-26%,6%
COc1ccccc1CNC(=O)Cn1ccc2cc(S(=O)(=O)N3CCCC3)ccc21,12%,0%,1%,0%,-1%,i,16%,12%,9%
CCc1ccc(NC(=O)Cn2c(=O)n(CCCC(=O)NCc3ccc4c(c3)OCO4)c(=O)c3ccccc32)cc1,25%,.,-2%,-33%[inhibitor],.,.,8%,-2%,-10%
Cc1cc(S(=O)(=O)Nc2ccc(C(=O)NCc3cccnc3)cc2)ccc1F,3%,-3%,21%,10%,1%,i,8%,3%,2%
CCOc1ccc(C(=O)Nc2cc(-c3cn4cccnc4n3)ccc2C)cc1OCC,-16%,.,-3%,?,.,.,4%,9%,-17%
Cc1cc(SCn2nnc3ccccc3c2=O)nc2ccccc12,16%,-4%,26%,i,1%,i,17%,.,6%
C(=N\N1CCN(c2ccccn2)CC1)/c1cccc2ccccc12,4%,-12%,8%,-22%,1%,i,?,-1%,-18%
COc1ccc(NC(=O)N2CCNC(=O)C2CC(=O)Nc2ccc(F)cc2)cc1 (configuration not stated),-2%,-4%,8%,i,1%,i,-17%,.,2%

# A portion of the library; count on the stated rates, not on these rows.
